Screening results (PubChem)
MEX-5 binding: C. elegans MEX-5 TCR-2 RNA binding activity; Q9XUB2; MEX-5/FITC-TCR2 RNA binding, fluorescence polarization; active compounds read low; activity score (negative = inhibition of binding), % at 10 µM; 300,000 tested, 0.38% active;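 active means inhibition past about -25% in most replicates, and total fluorescence under double the plate's negative control median, limit read from the data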;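 further: 0% = DMSO and -100% = 5 µM competing unlabeled TCR2 RNA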
PME-1 inh: blocks human protein phosphatase methylesterase 1. 320,000 tested, 0.53% active. Q9Y570. inhibition, % at 5.9 µM. recombinant PME-1, FP-Rh probe fluorescence polarization;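 active means inhibition above the campaign mean of all compounds plus 3 SD, cut at about 26% in these data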;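 further: competitive labeling of PME-1 active site by serine hydrolase directed probe; 0% = PME-1 with DMSO and 100% = wells lacking PME-1 enzyme; inhibitors block probe labeling so polarization falls and inhibition rises; many of its hits are not listed in these tables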
Target sequence (Q9Y570 whole entry, looked up): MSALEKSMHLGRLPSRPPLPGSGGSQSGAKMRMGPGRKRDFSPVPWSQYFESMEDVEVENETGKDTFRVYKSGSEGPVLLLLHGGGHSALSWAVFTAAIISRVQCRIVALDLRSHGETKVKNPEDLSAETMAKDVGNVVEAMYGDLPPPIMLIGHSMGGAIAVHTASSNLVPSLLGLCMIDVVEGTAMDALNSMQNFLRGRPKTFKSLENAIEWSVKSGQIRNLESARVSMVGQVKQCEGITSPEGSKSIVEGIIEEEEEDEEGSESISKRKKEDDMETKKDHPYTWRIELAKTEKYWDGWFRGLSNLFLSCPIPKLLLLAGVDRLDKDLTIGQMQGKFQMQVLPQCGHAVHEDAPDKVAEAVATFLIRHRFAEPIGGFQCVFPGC
VLA-4 inh: inhibition in a human VLA-4 binding assay; inhibition, % (about 7 µM as worked out from the volumes in the protocol); P13612; AID 2557; 330,000 tested, 0.2% active; VLA-4 expressing cells, ligand binding flow cytometry; in the data active means inhibition above about 50%
Efflux pump mplx: inhibitors of Candida antifungal efflux pumps expressed in yeast | S. cerevisiae Candida pump triplex, Nile Red efflux | AID 485275 | 330,000 tested, 0.44% active | inhibition, % at 10 µM;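 active means plate passing quality check with inhibition over a set limit, or well fluorescence over plate mean plus 4 SD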;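 further: Nile Red retained in pooled yeast measured as flow cytometry median fluorescence; 0% = buffer negative control and 100% = Enniatin B positive control; higher means more Nile Red kept so more efflux inhibition; some compounds called inactive have numbers as strong as hits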
Fam108B counter: Fam108B inhibition, counter-screen for RBBP9 inhibitors | recombinant Fam108B, FP-Rh probe fluorescence polarization | inhibition, % at 9.51 µM | 300,000 tested, 0.33% active | AID 1947;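 active means inhibition above the screen mean inhibition plus 3 SD, computed separately per campaign, cut at about 18% in these data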;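 further: inhibitors lower polarization as less probe binds the enzyme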
MCL1 BIM primary: inhibitors of human MCL1 binding to BIM-BH3 peptide. GST-MCL1 / FITC-Bim-BH3 fluorescence polarization. inhibition, % at 10.9 µM. 320,000 tested, 0.68% active. AID 2057;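 active means inhibition above the mean inhibition of all tested compounds plus 3 SD, set per campaign, cut at about 40% in these data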;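 further: 0% = DMSO wells and 100% = unlabeled Bim-BH3 peptide control; higher means more loss of mP so more displacement of Bim peptide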
GRK2 aptamer HTS: blocks RNA aptamer binding to human GRK2. 330,000 tested, 0.59% active. bead flow cytometry, FAM-aptamer displacement from GRK2. inhibition of aptamer binding, % at 10 µM. AID 488847;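 active means inhibition of aptamer binding above 40%, roughly 3 SD of noise, on plates passing a quality check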;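 further: median bead fluorescence of bound FAM aptamer so fluorescent compounds give negative values; no value below 0 was filed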
BCLXL inh: inhibitors of human Bcl-xL; 320,000 tested, 0.7% active; GST-Bcl-xL / FITC-Bim BH3 peptide fluorescence polarization; AID 2129; Q07817; inhibition, % at 10.9 µM;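 active means inhibition above the mean of all tested compounds plus 3 SD, cutoff set per campaign, cut at about 30% in these data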;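 further: 0% = DMSO wells and 100% = unlabeled Bim-BH3 peptide competitor; inhibitors lower millipolarization by displacing the labeled peptide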
Target sequence (Q07817 whole entry, looked up): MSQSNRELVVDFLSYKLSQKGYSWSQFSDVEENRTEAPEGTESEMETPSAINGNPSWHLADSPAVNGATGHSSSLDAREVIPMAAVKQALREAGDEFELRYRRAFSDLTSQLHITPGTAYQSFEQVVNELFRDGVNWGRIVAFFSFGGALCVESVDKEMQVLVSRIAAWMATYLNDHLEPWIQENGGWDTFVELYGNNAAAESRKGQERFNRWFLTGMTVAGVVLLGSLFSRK
GLD-1 RNA inh: GLD-1-TGE RNA interaction inhibition (C. elegans). AID 2280. 320,000 tested, 0.44% active. purified GLD-1 + fluorescein TGE RNA, fluorescence polarization. Q17339. inhibition, % at 5.96 µM;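 active means percent inhibition above a per-plate cutoff, the plate mean of test compounds plus 3 SD, cut at about 30% in these data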;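 further: 0% = DMSO wells with GLD-1 and probe and 100% = wells lacking GLD-1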
Target sequence (Q17339 whole entry, looked up): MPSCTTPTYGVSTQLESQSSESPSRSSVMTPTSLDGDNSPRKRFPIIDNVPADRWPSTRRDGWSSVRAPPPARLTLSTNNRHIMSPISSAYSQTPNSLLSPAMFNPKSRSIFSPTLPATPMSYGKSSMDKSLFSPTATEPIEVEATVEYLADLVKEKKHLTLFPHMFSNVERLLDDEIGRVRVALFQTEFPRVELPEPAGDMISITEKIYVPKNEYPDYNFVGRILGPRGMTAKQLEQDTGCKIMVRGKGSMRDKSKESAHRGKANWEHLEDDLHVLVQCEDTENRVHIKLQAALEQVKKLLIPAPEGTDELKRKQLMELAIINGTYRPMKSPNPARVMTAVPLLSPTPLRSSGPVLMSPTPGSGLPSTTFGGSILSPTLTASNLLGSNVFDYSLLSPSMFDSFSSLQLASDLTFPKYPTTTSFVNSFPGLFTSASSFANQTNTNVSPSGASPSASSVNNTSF
* = called active by the depositor; · = not tested or not shown.

SMILES	MEX-5 binding	PME-1 inh	VLA-4 inh	Efflux pump mplx	Fam108B counter	MCL1 BIM primary	GRK2 aptamer HTS	BCLXL inh	GLD-1 RNA inh
COc1ccc(CN=Cc2c(O)[nH]c3ccccc23)cc1	-1.5	3	0	-0.1	1	1	1	1	9
CCn1cc(S(=O)(=O)Nc2ccc(C)c(Cl)c2)cn1	1.1	1	8	-0.6	8	0	0	2	9
N#CCSc1nnc2sc3ccccc3n12	0.6	6	-9	0.0	2	5	2	6	0
COc1ccccc1N(CC(=O)N/N=C/c1ccc(OCC(=O)NCc2ccco2)cc1)S(=O)(=O)c1ccc(C)cc1	0.5	-30	20	0.1	-23	-5	3	3	6
CC(C)c1ccc(C2c3[nH]c4ccccc4c3C[C@H]3C(=O)N(c4ccccc4C(=O)N4CCC[C@@H]4C(=O)O)C(=O)N23)cc1 (stereo partly drawn)	-0.3	0	-6	0.2	-3	8	3	19	12
CC(C)c1nc2cc(C(=O)N3CCN(c4cnccn4)CC3)ccc2o1	2.2	0	5	0.0	0	4	3	6	2
Cc1ccc(NC(=O)N2CCCN(C(=O)OC(C)(C)C)CC2)cc1Cl	2.3	-1	0	0.1	-5	-1	0	1	-11
CCOC(=O)N1CCN(S(=O)(=O)c2ccc(OCC(=O)OC)c(Cl)c2)CC1	0.9	4	24	0.0	3	-1	0	1	-3
CCN(CC(=O)Nc1ccccc1C(F)(F)F)C(=O)C1=COCCO1	1.9	3	41	0.0	0	-12	0	-6	6
CCCc1c(C)[nH]c2ccccc2c1=O	1.1	-4	0	-0.1	-2	0	1	2	-1
COc1ccc(CN(C(=O)/C=C/C(=O)c2ccc(OC)cc2O)C(C(=O)NC2CCCCC2)c2ccncc2)cc1 (stereo not drawn)	1.6	-6	13	-0.5	-4	-2	0	1	-4
Cc1cc(C)n(C(=O)CN2C(=O)CCC2=O)n1	1.9	3	0	-0.2	4	3	0	5	3
Cn1c(SCC(=O)NCc2ccccc2)ncc(C(=O)Nc2ccccc2)c1=O	-3.5	-7	26	0.2	-5	-5	0	-9	-3
CCOC(=O)c1c(CSc2ccccc2)oc2ccc(O)cc12	0.6	0	-3	-0.1	5	11	3	4	12
COc1cccc2c1C(=O)C[C@]1(CCCC[C@@H]1C)O2	-1.6	7	3	0.0	-3	4	0	5	7
Cc1cc(=O)n2[nH]c(NCc3ccccc3F)nc2n1	-0.9	3	4	-0.1	-1	10	0	5	7
CCN(CC)C(=O)C1CC(c2ccc(OC)cc2)=NO1 (stereo not drawn)	-2.0	1	14	-0.1	0	6	9	3	3
COc1ccc(C=O)cc1CN1CCCN(Cc2ccc(Cl)cc2)S1(=O)=O	1.7	-2	-5	-0.1	-2	5	4	4	-8
O=C(CSc1nnc(-c2cccnc2)o1)Nc1ccccc1Br	1.3	2	13	-0.2	4	-4	0	-1	2
N#CC1=C(Nc2ccc(Br)cc2)CCC1	3.7	7	8	0.0	-2	10	1	4	0

A different layout for some results above:
COc1ccc(C=O)cc1CN1CCCN(Cc2ccc(Cl)cc2)S1(=O)=O
  MEX-5 binding: 1.7	PME-1 inh: -2	VLA-4 inh: -5	Efflux pump mplx: -0.1	Fam108B counter: -2	MCL1 BIM primary: 5	GRK2 aptamer HTS: 4	BCLXL inh: 4	GLD-1 RNA inh: -8
O=C(CSc1nnc(-c2cccnc2)o1)Nc1ccccc1Br
  MEX-5 binding: 1.3	PME-1 inh: 2	VLA-4 inh: 13	Efflux pump mplx: -0.2	Fam108B counter: 4	MCL1 BIM primary: -4	GRK2 aptamer HTS: 0	BCLXL inh: -1	GLD-1 RNA inh: 2

Other records.
SMILES	MEX-5 binding	PME-1 inh	VLA-4 inh	Efflux pump mplx	Fam108B counter	MCL1 BIM primary	GRK2 aptamer HTS	BCLXL inh	GLD-1 RNA inh
COCCCNC(=O)CC(NS(=O)(=O)c1ccc(C)cc1)c1ccc(OC)cc1 (stereo not drawn)	1.1	3	18	0.1	0	-8	3	-8	4
COc1ccc(-c2csc3nc(C)nc(N4CCN(c5ccc(C(C)=O)cc5)CC4)c23)cc1OC	2.0	-19	6	0.2	2	3	0	7	5
COc1ccc(-c2nc3nc(C)cc(C)n3n2)cc1	-0.6	-6	3	-0.1	-4	3	1	3	-4
COc1ccccc1NC(=O)CCc1nc(-c2ccccc2F)no1	-1.1	1	-1	-0.1	-1	8	0	5	6
COC(=O)Cc1c(CSc2ccccc2)oc2ccc(O)c(CN(C)C)c12	-1.9	-4	11	0.0	1	6	0	2	-5
COc1ccc(CCNc2ccc(S(=O)(=O)N3CCCC3)cc2[N+](=O)[O-])cc1	-1.8	0	11	-0.3	-5	1	0	0	0
O=C(NCc1nc2ccccc2[nH]1)C1=C[C@H](c2ccc3c(c2)OCO3)C[C@H](OCc2ccc(CO)cc2)O1	-0.8	1	28	0.0	1	4	0	3	1
COc1cc(OC)c(NC(=O)c2csc(C)c2)cc1Cl	0.3	3	-5	0.2	5	1	1	2	-1
CCOc1ccc(-n2ccnc(SCC(=O)Nc3ccc(OC)cc3OC)c2=O)cc1	-1.8	-4	10	-0.1	1	8	0	2	0
C=CCNC(=S)N/N=C/c1ccc(-c2ccc(OC)cc2)o1	-5.1	3	2	0.0	-1	6	0	3	12
O=C(Cc1cccs1)N/N=C\c1ccc(O)cc1	2.2	1	7	0.0	-4	3	5	2	3
O=C(OCC(=O)N1c2ccccc2Sc2ccccc21)C1CC(=O)N(Cc2ccco2)C1 (stereo not drawn)	2.1	9	10	-0.2	4	-20	1	-15	4
CC(C)COC(=O)NCCOC(=O)Nc1cccc(Cl)c1	0.8	-2	16	-0.1	0	-2	0	1	5
O=C(NC1CCCC1)C(c1ccc(F)cc1)N(Cc1ccc(F)cc1)C(=O)c1ccn[nH]1 (stereo not drawn)	-3.2	2	18	-0.1	1	7	0	0	0
O=C(Cc1ccc(F)cc1)NC1CCS(=O)(=O)C1 (stereo not drawn)	-0.9	-1	8	-0.1	3	8	0	1	-1
CCOC(=O)c1sc(NC(=S)NC(=O)C2CCCC2)cc1C	0.0	-7	0	0.2	-5	1	0	-3	9
CC[N+]1(CC)CC2=Cc3c(ccc4ccccc34)C(C)C2C1 (stereo not drawn)	-0.4	2	12	0.1	1	5	0	9	14
O=C(C[C@@H]1C/C=C\CC[C@@H](Cc2ccc(F)cc2)C(=O)OC[C@@H]2CCCN2C1=O)N[C@H](CO)Cc1ccccc1	·	·	23	0.8	·	·	0	·	1
O=C1CSC(c2cccc(Cl)c2Cl)N1c1ccccn1 (stereo not drawn)	0.1	0	1	-0.1	-4	2	1	0	1
O=C(Nc1ccccc1C(=O)Nc1ccc(Br)cn1)c1ccccc1Cl	·	-1	32	-0.1	·	-2	44*	6	-2
COc1ccccc1C(=O)NNC(=S)NC(=O)c1cccs1	-1.8	1	14	0.0	2	5	2	10	-4
Cc1nnc(SCc2ccc(F)cc2Cl)s1	-1.5	-4	2	0.1	0	-2	0	0	-1
CCOc1ccc(CN(C)C(=O)c2ccc(NC(=O)CC3SC(N4CCCC4)=NC3=O)cc2)cc1 (stereo not drawn)	1.0	-7	8	-0.4	0	9	4	7	-2
COc1cc(OC)cc(C(=O)Nn2c(C)nc3ccccc3c2=O)c1	1.9	-5	7	0.2	1	-3	0	0	3
Cc1cccnc1NCC(O)COc1ccccc1 (stereo not drawn)	-0.3	-1	13	0.0	1	8	0	6	4
CCn1cc(CN(C)S(=O)(=O)c2cccc([N+](=O)[O-])c2)cn1	-0.1	-5	-2	-0.1	3	-1	2	6	-3
CC(C)Sc1nnc(NC(=O)c2ccco2)s1	-2.7	-4	-4	-0.1	3	10	4	1	7
CCOC(=O)C1C(=O)NC(N2CCCCC2)=NC1c1ccco1 (stereo not drawn)	-1.7	-6	18	0.0	3	-8	0	-2	8
CCc1ccc(CN(Cc2cccnc2)C(=O)/C=C/c2ccc(OC)cc2)cc1	5.9	-8	-11	0.6	0	-31	0	-12	-22
CSc1ccccc1NC(=O)CN(C)Cc1cc(=O)n2ccsc2n1	2.5	12	3	-0.1	6	6	1	3	-4
Cc1ccc(OCC(=O)NC(C)c2ccc(Cl)c(Cl)c2)c([N+](=O)[O-])n1 (stereo not drawn)	0.1	10	27	-0.2	-2	3	2	4	-6
N#Cc1cc([N+](=O)[O-])ccc1NCCc1ccccn1	1.7	2	3	3.5*	1	-4	0	1	-1
Cc1cc(NC(=O)c2ccccc2[N+](=O)[O-])ccc1Br	-2.3	-3	-6	-0.2	-2	6	0	3	8
Cc1ccc(NC(=S)NCc2cccnc2)cc1	-1.9	-2	8	-0.1	-3	3	0	7	4
CN(CCCCOc1ccc(F)cc1)Cc1ccccc1	-0.3	6	2	0.2	-2	-2	0	-6	4
Cc1cccc(C(=O)Nc2cccc(C(=O)N/N=C/c3ccncc3)c2)c1	1.5	-1	-12	0.0	1	-3	2	1	-3

A different layout for 14 compounds above.
Molecule | MEX-5 binding | PME-1 inh | VLA-4 inh | Efflux pump mplx | Fam108B counter | MCL1 BIM primary | GRK2 aptamer HTS | BCLXL inh | GLD-1 RNA inh
CCOc1ccc(CN(C)C(=O)c2ccc(NC(=O)CC3SC(N4CCCC4)=NC3=O)cc2)cc1 (stereo not drawn) | 1.0 | -7 | 8 | -0.4 | 0 | 9 | 4 | 7 | -2
COc1cc(OC)cc(C(=O)Nn2c(C)nc3ccccc3c2=O)c1 | 1.9 | -5 | 7 | 0.2 | 1 | -3 | 0 | 0 | 3
Cc1cccnc1NCC(O)COc1ccccc1 (stereo not drawn) | -0.3 | -1 | 13 | 0.0 | 1 | 8 | 0 | 6 | 4
CCn1cc(CN(C)S(=O)(=O)c2cccc([N+](=O)[O-])c2)cn1 | -0.1 | -5 | -2 | -0.1 | 3 | -1 | 2 | 6 | -3
CC(C)Sc1nnc(NC(=O)c2ccco2)s1 | -2.7 | -4 | -4 | -0.1 | 3 | 10 | 4 | 1 | 7
CCOC(=O)C1C(=O)NC(N2CCCCC2)=NC1c1ccco1 (stereo not drawn) | -1.7 | -6 | 18 | 0.0 | 3 | -8 | 0 | -2 | 8
CCc1ccc(CN(Cc2cccnc2)C(=O)/C=C/c2ccc(OC)cc2)cc1 | 5.9 | -8 | -11 | 0.6 | 0 | -31 | 0 | -12 | -22
CSc1ccccc1NC(=O)CN(C)Cc1cc(=O)n2ccsc2n1 | 2.5 | 12 | 3 | -0.1 | 6 | 6 | 1 | 3 | -4
Cc1ccc(OCC(=O)NC(C)c2ccc(Cl)c(Cl)c2)c([N+](=O)[O-])n1 (stereo not drawn) | 0.1 | 10 | 27 | -0.2 | -2 | 3 | 2 | 4 | -6
N#Cc1cc([N+](=O)[O-])ccc1NCCc1ccccn1 | 1.7 | 2 | 3 | 3.5* | 1 | -4 | 0 | 1 | -1
Cc1cc(NC(=O)c2ccccc2[N+](=O)[O-])ccc1Br | -2.3 | -3 | -6 | -0.2 | -2 | 6 | 0 | 3 | 8
Cc1ccc(NC(=S)NCc2cccnc2)cc1 | -1.9 | -2 | 8 | -0.1 | -3 | 3 | 0 | 7 | 4
CN(CCCCOc1ccc(F)cc1)Cc1ccccc1 | -0.3 | 6 | 2 | 0.2 | -2 | -2 | 0 | -6 | 4
Cc1cccc(C(=O)Nc2cccc(C(=O)N/N=C/c3ccncc3)c2)c1 | 1.5 | -1 | -12 | 0.0 | 1 | -3 | 2 | 1 | -3

The list is partial, so the mix of outcomes need not match the whole.
